# D2 ag – activates the human D2 dopamine receptor; HEK293 T-REx D2 cells, calcium flux agonist mode; activation, % at 2 µM; actives 0.53% (n = 340,000); AID 485358;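 active = activation over 3 SD above normal in the single-dose calcium agonist read, cut at about 30% in these data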; also: 0% is about no effect
#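 Tetracycline-induced HEK293 Trex cells with D2 receptor force-coupled to calcium signaling, plated overnight at 30 C and loaded with no-wash calcium dye. Calcium flux read kinetically for 180 s after compound addition; responses flag agonists.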
# rTrxR1 inhibitor – inhibitors of rat thioredoxin reductase 1. O89049. recombinant rTrxR1, NADPH fluorescence consumption, selenite substrate. Potency, µM (series often up to 114 µM), for the others: top-dose activity change, negative = inhibition, most hits filed as inhibitors. AID 588453. actives 1% (n = 390,000); also: potency is read from the fitted curve at half-maximal effect; % is scaled to controls: 0 for no effect and ±100 for the full control effect; nearly all actives have a fitted effect of over 65% in size
# Target sequence (O89049 whole entry, looked up): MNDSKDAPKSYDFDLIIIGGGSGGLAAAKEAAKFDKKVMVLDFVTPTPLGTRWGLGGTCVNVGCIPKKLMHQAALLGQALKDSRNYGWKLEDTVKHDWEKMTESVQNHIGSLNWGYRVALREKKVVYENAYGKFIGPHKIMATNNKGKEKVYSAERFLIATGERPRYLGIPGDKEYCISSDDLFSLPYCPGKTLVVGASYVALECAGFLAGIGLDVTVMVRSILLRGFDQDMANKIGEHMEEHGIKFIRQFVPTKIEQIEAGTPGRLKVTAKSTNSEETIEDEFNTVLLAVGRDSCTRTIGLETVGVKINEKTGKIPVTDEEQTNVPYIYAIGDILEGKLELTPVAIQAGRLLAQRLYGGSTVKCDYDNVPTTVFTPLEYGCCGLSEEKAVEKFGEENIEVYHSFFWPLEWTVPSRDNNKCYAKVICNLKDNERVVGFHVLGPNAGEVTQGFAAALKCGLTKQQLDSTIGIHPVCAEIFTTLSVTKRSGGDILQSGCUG
#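 Rat TrxR1 (90 nM in the dispensed reagent) was pre-reduced with 400 uM NADPH for 5 min at room temperature, then incubated with compound for 15 min. After 400 uM selenite was added, NADPH fluorescence (Ex 340/Em 450 nm) was followed for 8 min.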
# mIDH1 inhibitor – blocks human mutant IDH1 R132H enzyme; O75874; actives 0.093% (n = 390,000); IDH1-R132H enzyme, NADPH consumption, diaphorase/resazurin fluorescence; Potency, µM (highest dose often 76.6 µM), inactives show top-dose activity change, negative = inhibition, usual class: inhibitors; also: potency is read from the fitted curve at half-maximal effect; % is scaled to controls: 0 for no effect and ±100 for the full control effect; nearly all actives have a fitted effect of over 65% in size
# Target sequence (O75874 whole entry R132H, stated change not applied): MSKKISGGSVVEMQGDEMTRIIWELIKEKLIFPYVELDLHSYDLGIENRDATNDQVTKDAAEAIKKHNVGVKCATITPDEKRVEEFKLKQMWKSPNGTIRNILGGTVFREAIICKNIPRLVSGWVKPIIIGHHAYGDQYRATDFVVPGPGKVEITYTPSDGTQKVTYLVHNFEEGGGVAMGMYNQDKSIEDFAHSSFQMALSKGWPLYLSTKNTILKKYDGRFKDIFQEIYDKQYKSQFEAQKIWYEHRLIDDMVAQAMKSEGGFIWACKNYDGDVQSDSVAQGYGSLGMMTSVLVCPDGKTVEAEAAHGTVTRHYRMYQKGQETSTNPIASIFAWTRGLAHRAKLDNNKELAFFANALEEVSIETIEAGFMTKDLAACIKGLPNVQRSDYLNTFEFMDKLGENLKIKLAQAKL
#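 IDH1-R132H (0.5 ug/mL) preincubated 30 min with compound, then NADPH (0.016 mM) and alpha-KG (2 mM) added; 80 min at RT, pH 7.5. Remaining NADPH coupled via diaphorase/resazurin to fluorescence (540/590 nm); concentration-response curves normalized to no-enzyme control.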
# Pin1 inh – human Pin1 inhibition. Pin1 FP peptide displacement, HiFluor488, 10 min. Q13526. AID 504891. actives 0.009% (n = 390,000). Potency, µM (doses to about 115 µM), inactives show at the highest dose activity, negative = inhibition, most hits filed as inhibitors; active = well fitted inhibition curve with a large enough effect in the polarisation, with a control signal flat, not every such curve was filed as active; inconclusive = small, poorly fitted or top-dose-only effect, or effect the other way, or a change in a side signal; inactive = no such curve, though single readings can be large or run the other way; the % refers to the polarisation; also: potency is read from the fitted curve at half-maximal effect; % is scaled to controls: 0 for no effect and ±100 for the full control effect
# Target sequence (Q13526 whole entry, looked up): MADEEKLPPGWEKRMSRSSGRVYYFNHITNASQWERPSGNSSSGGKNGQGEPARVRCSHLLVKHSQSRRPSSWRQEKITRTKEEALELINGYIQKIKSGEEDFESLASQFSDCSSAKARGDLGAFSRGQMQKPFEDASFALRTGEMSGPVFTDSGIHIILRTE
# D2 antagonist – antagonizes the human D2 dopamine receptor. P14416. HEK293 TREx D2 cells, calcium flux, dopamine EC80. inhibition, % at 10 µM. actives 2% (n = 340,000). AID 485344; in the data active = inhibition above about 30%; also: 0% is about no effect
#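 Antagonism is scored as inhibition of an EC80 dopamine-evoked calcium signal in a force-coupled, tetracycline-inducible HEK293 T-REx D2 line, with compound present 180 s before agonist.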
# TRHR PAM – TRH receptor (human) allosteric enhancement; P34981; TRHR cells, fluo-8 calcium fluorescence, EC20 TRH enhancement; enhancement, % at 2 µM; actives 0.66% (n = 360,000); in the data active = enhancement above about 30%; also: 0% is about no effect
#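 Enhancer read-out: after compound pinning and an initial kinetic agonist-mode read, an EC20 of TRH (10 nM final) was injected and fluo-8 calcium signal (Ex 480/Em 530) followed at 1 s/cycle for 100 cycles in TRHR-expressing cells.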
# TrxR1 substrate – rat thioredoxin reductase 1 substrate activity; purified TrxR1 substrate turnover, NADPH consumption readout; AID 588456; O89049; actives 0.01% (n = 390,000); Potency, µM (titrated, usually from 114 µM), for inactives: top-dose activity change, negative = substrate turnover; also: potency is read from the fitted curve at half-maximal effect; % is scaled to controls: 0 for no effect and ±100 for the full control effect; nearly all actives have a fitted effect of over 50% in size
#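 Rat TrxR1, dispensed at 90 nM, was prereduced with 400 uM NADPH (final) for 5 min at ~22 deg C, then incubated with compound 15 min before 400 uM selenite. A first-read NADPH fluorescence drop versus no-compound background flagged substrates.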
# TRHR agonist – activates the human TRH receptor; actives 0.18% (n = 360,000); P34981; TRHR cells, calcium flux fluo-8, FDSS agonist mode; activation, % at 2 µM; in the data active = activation above about 30%; also: 0% is about no effect
#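 Steps: seed TRHR cells overnight; add fluo-8 no-wash Ca dye, RT 30 min–1.5 h; record 10 s baseline; pin-transfer compounds; monitor fluorescence 1 cycle/s for the agonist window. Calcium increases flag candidate agonists.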
# USP1 inh – USP1/UAF1 (human) deubiquitinase inhibition; O94782; recombinant USP1/UAF1, Ub-Rhodamine cleavage fluorescence; Potency, µM (series often up to 57.1 µM), without a hit: at the top dose activity change, negative = inhibition, actives largely listed as inhibitors; actives 0.23% (n = 390,000); also: potency is read from the fitted curve at half-maximal effect; % is scaled to controls: 0 for no effect and ±100 for the full control effect; nearly all actives have a fitted effect of over 60% in size; inactives centre near -12
#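 1 nM enzyme complex + cpd, 15 min RT; start with Ub-Rho 150nM final; kinetic fluorescence ex 480/em 540, 6 reads q60 s. Buffer 50mM HEPES pH 7.8, 0.5mM EDTA, 0.1 mg/ml BSA, 1mM TCEP, 0.01% Tween-20.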
# * = called active by the depositor; ? = inconclusive; / = no result given; & = joins results of further samples; [ ] = dose if it differs, or a comment. Unless noted, calls follow the shape of the dose curve; as a rule, active = well fitted inhibition curve with a large enough effect; inconclusive = small, poorly fitted or top-dose-only effect; inactive = no such curve, though single readings can be large or run the other way. The list is partial; rates above refer to the full screens.
SMILES,D2 ag,rTrxR1 inhibitor,mIDH1 inhibitor,Pin1 inh,D2 antagonist,TRHR PAM,TrxR1 substrate,TRHR agonist,USP1 inh
CCOc1ccc2oc(C(=O)N3CCN(c4ccccc4OCC)CC3)c(C)c2c1,-0.5,-6%,14%,-1%,11,-5,-5%,0.3,-14%
CC1CCN(c2nn3c(=O)c(C(=O)NC(C)C)cnc3s2)CC1,0.4,13%[57.1 µM],-17%,-10%,/,2,39%[activator][57.1 µM],0.3,-14%
Cc1nn(CCCC(=O)NCc2ccco2)c(=O)c2nn(-c3ccccc3)c(C)c12,-1.1,16%[57.1 µM],-11%,3%,6,-2,4%[57.1 µM],0.2,-8%
Cc1oc(-c2ccc(Cl)cc2)nc1CS(=O)CC(=O)NC1CCCC1 (stereo not given),-0.3,45µM*,13%,-8%,-13,2,-5%,-1.1,-23%
CCn1c(=O)c2cc(C(=O)N3CCOCC3)sc2c2ccccc21,-0.2,16%,12%,-3%,9,7,8%[57.1 µM],-0.2,-23%
CC(Sc1nnc(C2CC2)n1Cc1ccccc1)C(=O)N1CCNC1=O (stereo not given),0.3,33%,-5%,1%,-14,-1,4%,0.6,-11%
COc1ccccc1-c1ocnc1C(=O)N1CCN(S(=O)(=O)c2ccc(NC(C)=O)cc2)CC1,-1.6,6%[57.1 µM],6%,0%,-2,-2,6%[57.1 µM],0.1,-20%
O=S(=O)(NCCSc1ccccc1)c1ccc(F)cc1,1.2,-5%,8%,-1%,1,4,-11%,-0.3,-3%
CC(C)NC(=O)C1CCN(C(=O)C(C(=O)c2ccccc2)n2cc(Cl)ccc2=O)CC1 (stereo not given),0.8,2%,-2%,-10%,19,3,5%,1.3,-10%
O=C(NCCN1CCOCC1)c1cc(-c2ccc(F)cc2)on1,-1.1,-19%[57.1 µM],-6%,-2%,-2,-6,-2%[57.1 µM],1.3,-4%
O=C(NCC1COc2ccccc2O1)c1ccc(F)c(S(=O)(=O)N2CCOCC2)c1 (stereo not given),0.0,2%,10%,0%,10,-2,-9%,0.3,-17%
CCOC(=O)C1CCN(S(=O)(=O)c2ccc3c(c2)NC(=O)C(C)C(=O)N3)CC1 (stereo not given),-1.0,16%[57.1 µM],-12%&2%,6%&-2%,/,-5&16,-1%[57.1 µM],0.0&-0.5,-5%&2%
CN(C)c1ccnc(Nc2ccccc2)c1C#N,-0.7,-5%[57.1 µM],-2%,1%,-9,-1,-6%[57.1 µM],-0.6,-11%
Cc1ccccc1NC(=O)Nc1nc2ccc(S(C)(=O)=O)cc2s1,0.1,13%[57.1 µM],1%,18%,-6,6,8%[57.1 µM],1.6,-1%
COCCCn1c(SCC(=O)N2CCc3ccccc32)nnc1-c1ccoc1C,/,19%,6%,3%,/,/,3%,/,1%
COc1ccc(NC(=O)CSC2CC(=O)N(c3ccc4c(c3)OCCO4)C2=O)cc1 (stereo not given),0.2,-21%,-1%,2%,0,2,-9%,0.1,0%
CCOC(=O)c1ccc(NC(=O)Nc2ccc(F)cc2)cc1,2.3,14%[57.1 µM],12%,-6%,-6,2,-1%,2.3,-9%
Cc1ccc2nc(SCC(=O)N3CCOCC3)[nH]c2c1,0.4,3%,11%,-4%,-4,5,-2%,0.0,-22%
Cc1ccccc1OC(=O)n1c(=S)oc2cc(Cl)ccc21,-0.5,-8%[57.1 µM],-2%,-3%,-7,9,7%[57.1 µM],1.7,-7%
O=C(Cc1ccc(F)cc1)Nc1ccc2[nH]ncc2c1,1.1,11%[57.1 µM],4%,-7%,-18,-4,-9%,0.1,-15%
C/C(=N\NC(=O)C(O)(c1ccccc1)c1ccccc1)c1ccc(NC(=O)CCCC(=O)O)cc1,0.2,11%,-6%,-9%,-6,-2,-7%,0.3,-10%
OCC[C@@H]1C[C@@H](O)[C@H](O)[C@@]2(CCCO2)O1,/,12%,17%,-14%,/,/,9%,/,-23%
CCCc1cc2c(cc1NC(=O)c1ccccc1C)OCO2,0.5,17%,4%,4%,30,-4,4%,4.6,8%
COC(=O)c1ccccc1OC(=O)c1cccnc1,/,24%,5%,5%,/,20,6%,-0.2,2%
O=C(COC(=O)c1cc(S(=O)(=O)N2CCOCC2)c(Cl)cc1Cl)Nc1ncc(C(F)(F)F)cc1Cl,-1.4,12%,11%,-4%,-11,4,6%,0.5,-17%

# Retrieved by compound from the entries so far (3):
SMILES,D2 ag,rTrxR1 inhibitor,mIDH1 inhibitor,Pin1 inh,D2 antagonist,TRHR PAM,TrxR1 substrate,TRHR agonist,USP1 inh
OCC[C@@H]1C[C@@H](O)[C@H](O)[C@@]2(CCCO2)O1,/,12%,17%,-14%,/,/,9%,/,-23%
O=C(NCC1COc2ccccc2O1)c1ccc(F)c(S(=O)(=O)N2CCOCC2)c1 (stereo not given),0.0,2%,10%,0%,10,-2,-9%,0.3,-17%
CC1CCN(c2nn3c(=O)c(C(=O)NC(C)C)cnc3s2)CC1,0.4,13%[57.1 µM],-17%,-10%,/,2,39%[activator][57.1 µM],0.3,-14%

# The listing continues.
SMILES,D2 ag,rTrxR1 inhibitor,mIDH1 inhibitor,Pin1 inh,D2 antagonist,TRHR PAM,TrxR1 substrate,TRHR agonist,USP1 inh
CC1=NN(c2nc(-c3ccc(C)cc3)cs2)C(=O)C1N=Nc1cccc(C)c1 (stereo not given),-0.5,-7%,3%,2%,-18,4,-5%,0.0,-21%
O=C(/C=C/c1ccccc1)Nc1cc(C(=O)O)cc(C(=O)O)c1,2.6,21%,-5%,3%,0,0,0%,0.4,-19%
CCS(=O)(=O)N1CCN(C(=O)c2ccccc2[N+](=O)[O-])CC1,1.2,35%[57.1 µM],6%,-6%,-12,1,-9%[57.1 µM],0.3,-3%
COc1cccc(C2CC(C(F)(F)F)n3nc(C(=O)Nc4c(C)n(C)n(-c5ccccc5)c4=O)cc3N2)c1 (stereo not given),0.4,3%,0%,4%,-12,0,0%,0.3,-12%
NS(=O)(=O)c1ccc(CCNC(=O)CSc2nc3ccccc3c(=O)n2CC2CCCO2)cc1 (stereo not given),/,-15%,1%,-11%,/,-1,-3%,0.0,-13%
Cc1nc2ccccc2c(=O)n1-c1ccc(F)c(NS(=O)(=O)c2ccccc2F)c1,0.8,13%,3%,-3%,-23,2,13%[57.1 µM],0.1,?
CCN(CC)S(=O)(=O)c1nnc(NC(=O)COc2ccccc2Cl)s1,-0.3,3%,-11%,-2%,/,-4,-5%,0.1,-19%
COc1ccc(-c2c(-c3ccc(S(C)(=O)=O)cc3)sc3ccc(OC)cc23)cc1,/,9%[57.1 µM],-11%,2%,/,/,24%[57.1 µM],/,-14%
O=C(C1CCCO1)N1CCc2ccccc21 (stereo not given),1.7,-21%,21%,4%,11,-2,-3%,0.2,4%
O=C(NC1CC1)c1cc2c(F)cccc2s1,-0.4,1%,-7%,3%,2,-1,7%[57.1 µM],-2.2,5%
COc1ccc2ccccc2c1C1NC(=O)NC(C)=C1[N+](=O)[O-] (stereo not given),1.2,48%[activator],-16%,-1%,5,2,10%,1.4,-18%
COC(=O)C(C)N(C#N)c1nc(C)cc(C)n1 (stereo not given),-0.2,13%[57.1 µM],1%,-4%,-11,2,-9%,0.5,-9%
Cc1ccc(NS(=O)(=O)c2ccc(C(=O)N3CCC3)cc2)cc1,0.6,10%[57.1 µM],-13%,-7%,-20,15,3%[57.1 µM],0.2,-21%
CCC(C)N1C(=O)S/C(=C/c2ccc3c(c2)n(C)c(=O)n3C)C1=O (stereo not given),0.2,14%[57.1 µM],-3%,1%,13,-12,4%[57.1 µM],-0.3,-2%
CCOC(=O)C1(CCCCCCOc2ccc(Cl)cc2)CO1 (stereo not given),0.4,/,/,/,-8,-3,/,0.3,/
O=C(NCc1ccccc1)c1ncn[nH]1,0.1,17%,-7%,1%,-15,-5,14%,0.3,-14%
COc1ccc(NC(=O)CN2C(=O)COc3ccc(C)cc32)cc1,0.2,25%,8%,-5%,-4,-1,5%,0.1,-15%
CCCCCCNc1ncnc2c1sc1nc(N3CCOCC3)c3c(c12)CCCC3,0.1,4%,2%,?,/,4,-1%,0.1,-3%
CSc1ccccc1NC(=O)COC(=O)CCc1ccccc1,-0.8,14%,6%,2%,6,0,-4%,-0.1,5%
CCOc1ccccc1CNC(=O)c1cccn1-c1nnc(N2CCCC2)s1,/,21%[57.1 µM],-2%,-6%,/,8,2%[57.1 µM],-0.8,-28%
Cn1ncc(N=Cc2ccccc2[N+](=O)[O-])c1C(N)=O,0.1,-9%[57.1 µM],-8%,1%,13,3,1%[57.1 µM],0.1,-5%
CCC(C)(C)n1nnnc1CN1CCC(NC(=O)c2ccccc2C)CC1,0.3,4%[57.1 µM],-5%,-9%,23,-6,11%[57.1 µM],0.7,-19%
Cc1ncoc1C(=O)N1CCCC(N2CCN(c3ccccc3F)CC2)C1 (stereo not given),36*,7%,0%,-12%,1,1,3%,0.2,-20%
COc1ccc(C2=NOC(COc3ccc4c(C)cc(=O)oc4c3)C2)c(OC)c1 (stereo not given),-1.8,12%[57.1 µM],4%,28%,5,3,23%,-0.7,-23%
O=C(Nc1cccc(Cl)c1)Nc1nnc(CC2=CCCCC2)s1,2.7,14%,-19%,3%,9,0,0%,1.0,-5%
Cc1ccc(/C=C(\C#N)c2nc(-c3ccc(-c4ccccc4)cc3)cs2)cc1,0.1,-7%,9%,7%,/,0,-2%,0.8,-8%
CC(C)CCn1c(SCCc2ccccc2)nc2c1c(=O)[nH]c(=O)n2C,0.8,16%[57.1 µM],0%,7%,17,-17,6%[57.1 µM],-1.7,-6%
CC(C)c1ccc(CN2CC(C(=O)O)CC2=O)cc1 (stereo not given),-1.0,23%,2%,-6%,-11,0,-1%,0.2,1%
COC(=O)c1cn(C)c2ccc(S(=O)(=O)N3CCCC3)cc2c1=O,-1.6,11%,0%,2%,1,-5,-4%,0.0,7%
COc1ccc(NS(=O)(=O)c2cc3c(cc2C)N(C)CCO3)c(OC)c1,-0.4,7%[57.1 µM],15%,-2%,8,-5,2%[57.1 µM],-0.2,-27%

# Screening data: PubChem BioAssay, National Center for Advancing Translational Sciences (NCATS)
